Bioassay records: PubChem BioAssay, Broad Institute
PAX8 inh HTS – PAX8 transcriptional activity inhibition | RMG-I TPO-luciferase reporter, SteadyGlo, 24 h | 360,000 tested, 1.2% active | inhibition, % at 12.6 µM | AID 652154;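 active = mean replicate inhibition at least 60% with every replicate also reaching 60%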;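 note: luciferase light reporting Pax8 driven TPO promoter activity; plate controls were median of neutral control wells for no effect and mitoxantrone controls for full effect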
LGR2 antag – inhibitors of bursicon-induced Drosophila LGR2 receptor cAMP signaling. HEK293 LGR2, CRE-luciferase, bursicon-stimulated, 4 h. inhibition, % at 9.99 µM. 380,000 tested, 0.35% active;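 active = drop in luminescence signal, shown as inhibition above about 50% in the replicate tests, limit read from the data, passing the limit was not always enough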;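 note: agonist challenge used bursicon conditioned medium at about half maximal strength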
ARNT-TACC3 inh – disrupts binding between human ARNT and TACC3; 390,000 tested, 0.66% active; Q9Y6A5; AlphaScreen His-ARNT PAS-B/GST-TACC3 binding, luminescence; TACC3 fragment carries E629A point mutation; inhibition, % at 9.99 µM;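 active = mean inhibition of replicates at least 50% and at least half of replicates each reaching 50%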;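 note: 0% = complete ARNT plus TACC3 wells and 100% = ARNT alone without TACC3; many hits fall short of the cut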
PGC1a acetyl inh – PGC1a acetylation modulation, inhibitor mode; U2OS PGC1a acetylation, AlphaScreen anti-acetyl-lysine; with virally co-expressed GCN5 acetyltransferase; 350,000 tested, 0.17% active; inhibition, % at 15.6 µM;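 active = every replicate shows inhibition of at least 40%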;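 note: 0% = neutral control wells and 100% = positive control wells; some results beyond the cut were filed as inactive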
Cneo AK release – causes C. neoformans cell lysis | adenylate kinase release luminescence, 4 h; normalised: neutral wells 0, clomiphene wells 100 | lysis activity, % at 15 µM | 360,000 tested, 0.2% active;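 active = mean lysis activity across replicates of at least 80%, whatever share of replicates individually reach that level; inactive = mean lysis activity below 80%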
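read-out = cell lysis signal | test system = log-phase Cryptococcus neoformans yeast cells | input = cells at 5 × 10^6 per mL | medium = fresh YPD growth medium | signal = luminescent adenylate kinase detection reagent | timing = 4 h at 37 °C static, read 1 h later | dosing = single dose | controls = Clomiphene as positive lysis control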
PglD DTNB – inhibitors of Campylobacter jejuni PglD acetyltransferase; purified PglD enzyme, DTNB colorimetric CoA detection; inhibition, % at 12.5 µM; 360,000 tested, 0.098% active; AID 602405; in the data active = inhibition above about 16%, passing the limit was not always enough; note: strong numbers were not always called active
GSIS activator – primary screen for activators of insulin secretion dependent on glucose, INS-1E cells, GLuc reporter luminescence; 370,000 tested, 0.61% active; activation, % at 16.6 µM; AID 743287; INS-1E GLuc reporter insulin secretion, 2-3 h;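 active = lowest replicate activation of at least 40%, so every replicate reaches that level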;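 note: 0% = median of neutral control wells and 100% = median of IBMX positive control wells; some compounds called inactive have numbers as strong as hits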
C2C12 statin – suppressors of simvastatin-induced myotoxicity in C2C12 myotubes; 330,000 tested, 0.78% active; rescue of ATP level, % at 7.49 µM; ATP luminescence, 48 h; scaled: DMSO 0, geranylgeraniol control 100;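 active = mean ATP rescue above about 67%, or every replicate alone reaching that limit, limit read from the data, passing the limit was not always enough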;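 note: myotubes were challenged with 10 µM simvastatin during compound exposure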
* marks the source's active call; other numbers are inactive results; . = not tested or not shown; & = joins results of further samples.

structure	PAX8 inh HTS	LGR2 antag	ARNT-TACC3 inh	PGC1a acetyl inh	Cneo AK release	PglD DTNB	GSIS activator	C2C12 statin
CCCNC(=O)[C@H]1[C@H](CO)[C@H]2Cn3c(ccc(-c4cccc(F)c4)c3=O)[C@@H]1N2C(C)=O	-11	1	-6	.	-5	1	6	2
CC(C)NC(=O)N[C@H]1CC[C@@H](CC(=O)NCCCN(C)C)O[C@@H]1CO	1	1	-16	-1	-4	4	8	5
O=C(O)c1cccc(S(=O)(=O)N(Cc2ccccc2)c2cccc(C(F)(F)F)c2)c1	-8	-13	-10	.	-5	1	16	10
CC(C)C(=O)NNC(=O)CN1CCN(c2nc(-c3ccccc3)cs2)CC1	4	4	2	1	-1	-4	-25	2
CC(=O)Nc1cccc(Oc2nc(NCC3CC3)nc3ccsc23)c1	23	-28	.	13	2	-2	10	1
CC(C)(C)/C(O)=C/c1nc2ccccc2oc1=O	-2	-28	-1	9	.	.	16	.
O=Cc1ccc([B-](F)(F)F)s1	-5	-11	0	12	-4	-6	1	7
CCOC(=O)C1=C(C)NC(=O)NC1c1ccc([N+](=O)[O-])o1 (stereo not drawn)	-19	12	-2	0	0	4	4	.
O=C(CC1CCCCC1)NCC1CCCO1 (stereo not drawn)	-11	.	-7	1	3	4	19	1
O=c1n(-c2ccccc2)c(=O)n2n1CC(COc1ccccc1)=C1[C@@H](CCc3ccccc3)OB(O)C[C@@H]12	.	.	-8	-5	1	6	.	.
O=C(O)c1cccc([N+](=O)[O-])c1C(=O)Nc1nc2ccccc2s1	5	-23	-3	-10	.	.	-14	.
CC1(C(=O)OCC(=O)Nc2nc(-c3ccc(F)c(F)c3)cs2)CC1(Cl)Cl (stereo not drawn)	-32	19	-12	.	-5	-1	-42	.
COc1ccc(NC(=O)C2Cc3c(-c4cccc(F)c4)ccnc3O2)cc1OC (stereo not drawn)	13	-17	.	9	0	-6	-47	-25
CC1(C)CC(=O)C=C(NCCN2CCN(C(=O)Nc3ccc(Cl)c(Cl)c3)CC2)C1	.	-6	-1	4	2	-4	-3	-19
C/C=C/c1ccc2c(c1)O[C@@H](CN(C)C(=O)NCCC)[C@@H](C)CN([C@@H](C)CO)S2(=O)=O	-16	9	-12	-25	-10	0	-1	18
COc1cc(/C=N/NC(=O)c2cnn3c(C)cc(-c4ccccc4)nc23)ccc1O	.	.	3	-11	4	0	.	-21
CC(C)OC(=O)CSc1nnc(-c2ccccc2)n1N	-1	.	-5	0	3	-6	.	-2
CCOC(=O)c1cc(-c2ccccc2)n(CCC(=O)N2CCN(c3ccccc3OC)CC2)c1C	15	19	-1	-4	10	-2	-7	.
O=C(CCCc1c[nH]c2ccccc12)Nc1ccc2ccccc2c1	-8	8	-7	.	.	.	-29	.
Cc1ccc(-c2cnc3c(c2)C(=O)N([C@@H](C)CO)C[C@@H](C)[C@H](CN(C)CC2CCOCC2)O3)cc1	.	-34	-4	7	7	-3	5	10
Brc1cnc(OCc2ccccc2)nc1OCc1ccccc1	-22	-6	2	1	2	-2	7	-5
CCOC(=O)n1c(=O)n(Cc2cccc(C)c2)c2ccccc21	-18	-2	0	-3	.	.	3	.
O=C1CSc2ccc(C(=O)Nc3cccc(S(=O)(=O)Nc4ccc(Br)cc4)c3)cc2N1	7	10	-10	-9	.	.	-4	15
CC1CCCCN1C(=O)CCS(=O)(=O)Cc1ccccc1 (stereo not drawn)	3	1	-5	-4	2	0	1	2
CN(Cc1ccc(F)cc1)C(=O)c1ccc(NC(=O)CC2SC(N3CCCC3)=NC2=O)cc1 (stereo not drawn)	12	-3	31	7	0	-3	-24	-5
CC(NC(=S)Nc1c(Br)cccc1OC(F)F)C(C)(C)C (stereo not drawn)	-1	1	10	.	.	.	23	.
Cn1c(=O)c2c(ncn2CC(=O)OCC(=O)Nc2ccccc2)n(C)c1=O	-10	-9	2	.	.	.	9	.
Cc1cc(C(=O)NCCN2CCN(c3cccc(Cl)c3)CC2)n(-c2ccccc2)n1	36	9	17	-13	-1	-6	.	.
C=CCn1c(=O)c2c(nc3n2CCCN3Cc2ccccc2)n(C)c1=O	6	-6	10	-7	1	-2	26	8
COc1ccc(-c2csc(NC(=O)c3nc(-c4ccccc4)oc3C)n2)cc1	.	.	15	5	7	-4	.	.
N#CCCn1c(-c2nonc2NC(=O)c2ccccc2Cl)nc2ccccc21	.	5	-3	-2	2	-2	24	-69
CSc1nc2[nH]ncc2c(=O)n1-c1ccccc1	30	3	-5	.	.	.	19	.
O=S(=O)(c1cnc(Cl)c(Br)c1)N1CCCCCC1	-5	5	-6	.	.	.	0	.
O=C1/C(=C/c2cccnc2)SC(=S)N1Nc1ccccc1	26	-4	.	7	0	1	6	.
O=C(N/N=C/c1cccc2cccnc12)c1ccccc1O	45	-12	72*	-21	-1	-6	2	23
CCc1ccccc1NC(=O)C1=CC(c2cccs2)=NS(=O)(=O)N1C	21	0	-2	.	-1	-2	.	-12
Cn1c(CNC(=O)c2cccs2)nnc1SCC(=O)Nc1ccc(Cl)cc1	8	.	1	4	4	-11	.	28
CCN1CCN(C(=S)Nc2cccc(C(F)(F)F)c2)CC1	18	-9	-7	.	0	4	.	-7
C=CCN1/C(=C(\C#N)C2=NS(=O)(=O)c3ccccc32)N(C)c2ccccc21	.	.	-7	-9	-1	4	.	11
COc1ccccc1-c1cnc2c(c1)C(=O)N([C@@H](C)CO)C[C@@H](C)[C@H](CN(C)Cc1cccc(F)c1)O2	.	-3	3	-25	4	2	-12	30
Cc1cc(=O)oc2cc(OCC(=O)c3ccc4c(c3)NC(=O)CO4)ccc12	5	-11	-5	6	.	.	-1	.
COc1cc(Cl)cc(NC(=O)CCN2CCN(C)CC2)c1	-4	3	-4	14	.	0	12	-4
C[C@@H]1CN([C@@H](C)CO)C(=O)Cc2cc(NS(=O)(=O)c3cccs3)ccc2O[C@@H]1CN(C)C(=O)Nc1ccc(F)cc1	7	-8	2	1	1	-2	-5	19
COC(=O)c1ccc(/C=N/n2cnnc2)cc1	.	-2	2	0	1	0	8	2
CC(C(=O)c1ccc(-c2ccccc2)cc1)[n+]1ccccc1 (stereo not drawn)	50	.	-3	-23	-2	-8	.	.
O=C(C[C@@H]1CC[C@H]2[C@@H](COC[C@H](O)CN2C(=O)c2ccncc2)O1)NC1CCC1	-13	-20	27	9	-1	37	7	-12
COc1ccc(NC(=O)c2cn(CCC#N)nc2-c2cc3ccccc3o2)cc1	2	33	7	-10	.	.	15	14
COc1ccccc1CN1CC(C(=O)N(C)CCCn2nc(C)cc2C)CCC1=O (stereo not drawn)	-15	-9	-2	7	-2	-4	8	.
O=C(C[C@H]1C[C@@H]2c3cc(NC(=O)Nc4ccccc4)ccc3O[C@@H]2[C@@H](CO)O1)NCc1cccc(F)c1	12	2	2	-15	-59	1	-19	1
COc1ccc(OCc2cc(C(=O)N3C[C@H]4CC[C@H]3C4)no2)c(Cl)c1	-176	-38	-1	-30	0	-3	-10	-3
Cc1ccc2cc(CN(Cc3ccco3)C(=S)NCC3CCCO3)c(=O)[nH]c2c1 (stereo not drawn)	.	.	-2	-20	1	-1	.	-2
CC1(C(=O)NCC2CC2)Cc2c(-c3ccc4c(c3)OCO4)ccnc2O1 (stereo not drawn)	2	4	.	4	0	-4	18	-5
C/C=C/c1ccc([C@H]2[C@@H](CO)N(c3ncc(CC)s3)[C@H]2C#N)cc1	2	8	3	-2	0	-1	5	-11
N#C/C(=N\O)c1nc2ccccc2s1	9	9	-2	14	3	2	-32	8
O=C(NCc1cc(Cl)cc(Cl)c1)c1ccc2sc([C@H]3C[C@H](O)[C@@H](CO)O3)nc2c1	7	10	.	.	-1	-1	-10	13
Cc1ccccc1S(=O)(=O)N[C@@H]1CC[C@H](CCn2cc(-c3ccccc3)nn2)O[C@@H]1CO	14	-6	2	1	63	4	-9	6
C[C@@H]1CN([C@H](C)CO)C(=O)Cc2cc(NC(=O)C3CC3)ccc2O[C@H]1CN(C)Cc1ccc(C(=O)Nc2ccccc2N)cc1	12	9	11	-8	3	0	7	63
C=CCn1c(=O)c2ccccc2n2c(SCC(=O)NC(C)C)nnc12	25	14	-9	.	0	-3	4	-7
Cc1ccc(C)c(N2CCN(C(=O)CCc3nc(-c4ccc(Cl)cc4)no3)CC2)c1	-2	16	-1	12	2	3	17	-3
CCCNC(=O)c1nnsc1S(=O)c1ccc(Cl)cc1 (stereo not drawn)	79*	103*	-12	-148	.	.	115*	.

Filtered by structure: those above containing a COOH group.
structure	PAX8 inh HTS	LGR2 antag	ARNT-TACC3 inh	PGC1a acetyl inh	Cneo AK release	PglD DTNB	GSIS activator	C2C12 statin
O=C(O)c1cccc(S(=O)(=O)N(Cc2ccccc2)c2cccc(C(F)(F)F)c2)c1	-8	-13	-10	.	-5	1	16	10
O=C(O)c1cccc([N+](=O)[O-])c1C(=O)Nc1nc2ccccc2s1	5	-23	-3	-10	.	.	-14	.

Next section.
structure	PAX8 inh HTS	LGR2 antag	ARNT-TACC3 inh	PGC1a acetyl inh	Cneo AK release	PglD DTNB	GSIS activator	C2C12 statin
O=C(N/N=C/c1sc2ccccc2c1O)c1cccc2ccccc12	19	-3	55*	.	.	.	-14	.
O=C([C@H]1O[C@@H](n2ccc(=O)[nH]c2=O)[C@H](O)[C@@H]1O)N1CCSC1	-4	-5	.	4	-1	2	-12	1
CCCCNC(=S)N1CCn2cccc2C1c1ccccc1 (stereo not drawn)	18	4	0	7	-2	-3	-6	3
COc1ccccc1N(CC(=O)Nc1ccccc1C)S(C)(=O)=O	.	16	2	-1	.	.	2	.
C/C=C/c1ccc([C@H]2[C@@H](CO)N3C(=O)CN(Cc4ccccc4)C[C@@H]23)cc1	9	5	.	1	.	.	-8	.
O=C1c2ccccc2-c2cccnc21	20	10	-6	.	1	0	-4	11
COc1ccc(C)cc1NC(=O)NC1CCN(Cc2ccccc2)CC1	.	.	3	13	5	-3	.	-12
CCSc1n[nH]c2nc3c(c(=O)n12)C1(CCCC1)Cc1ccccc1-3	.	.	-7	-3	2	1	.	22
COc1ccc(-n2c(NC(=O)c3ccco3)c(C#N)c3nc4ccccc4nc32)cc1	1	.	4	-4	-14	-2	.	-1
Cc1coc2cc3oc(=O)c(CCC(=O)NC4CC4)c(C)c3cc12	.	-33	-8	-57	2	-2	-11	4
COc1ccc(C(=O)c2coc3ccc(O)c(CN(C)C)c23)cc1	-9	-7	.	1	-1	3	-7	-7
O=C(Nc1ccc(Br)cc1)N1CCCCCC1	-145	-18	-3	.	-3	0	1	-13
C[C@H]1CN([C@@H](C)CO)C(=O)c2cc(C#CCN(C)C)cnc2O[C@@H]1CN(C)C(=O)c1cnccn1	8	11	-4	-6	0	-6	1	2
Cc1ccc(CNC(=O)C(=O)NCC2CCCO2)cc1 (stereo not drawn)	.	.	-1	22	1	3	.	-7
C[C@@H]1CN([C@@H](C)CO)C(=O)c2cccc(NC(=O)C3CCOCC3)c2O[C@@H]1CN(C)Cc1ccc(C(=O)Nc2ccccc2N)cc1	12	-1	.	3	.	.	38	.
C[C@@H]1CCCCO[C@@H](CN(C)C(=O)Nc2ccccc2)[C@@H](C)CN([C@H](C)CO)C(=O)c2cc(NC(=O)NC3CCCCC3)ccc2O1	-18&16	-1&2	-6	-14	22	-2	0&-12	.
C[C@H](CO)N1C[C@H](C)[C@@H](CN(C)C(=O)c2ccccc2)OCCCC[C@H](C)Oc2ccc(NS(=O)(=O)c3ccccc3)cc2C1=O	13	-1	-9	15	-2	0	5	.
